CaV13 ICDI inh: Primary screen for inhibitors of IQ motif and Ca2+-dependent inactivation inhibitor domain binding in CACNA1D, Förster resonance energy transfer in living cells, …. inhibition, % at 12.3 µM. AID 743397. HEK cells, CFP/YFP FRET ICDI-IQ, plate reader, 10 min; percent FRET-ratio fall versus neutral wells. 340,000 tested, 0.098% active;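 active = mean replicate inhibition of at least 30% and at least 1% of replicates passing that level; inconclusive = only one of the two criteria is met; inactive = neither criterion is met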;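 also: 0% = median of the neutral control wells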
CF NFkB block: inhibitors of PAF-induced NF-kB signaling, primary screen, cell-based, GFP fluorescence, uHTS; 360,000 tested, 0.86% active; KKLEB NF-kB-GFP reporter, GFP fluorescence overnight; AID 588850, 2011; inhibition, % at 5 µM;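 active = at least 50% inhibition at 5 µM, scaled per plate between neutral and stimulator controls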;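 also: PAF is a Pseudomonas aeruginosa culture filtrate used as stimulus; plate controls were PAF-stimulated DMSO wells for no effect and unstimulated DMSO wells for full effect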
HIF-2a inh: HIF-2a reporter inhibitors, primary screen, luminescence, 786-0 RCC cells; 786-0 RCC cells HIF-2a reporter, luciferase luminescence, overnight; inhibition, % at 18.8 µM; 360,000 tested, 0.72% active; AID 624352, 2012;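 active = inhibition of the luminescence signal of 40% or more relative to plate controls, in a single-dose primary screen at 18.75 µM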
Vif imaging: HIV Vif self-association inhibitors, primary screen, imaging, HEK293T, single point; HEK293T cells, Vif self-association by quenched fluorescence, 24 h; inhibition, % at 7.49 µM; 340,000 tested, 0.35% active; AID 602346, 2012; in the data active = inhibition above about 50%, passing the limit was not always enough; inconclusive = no clear call, values can overlap the other calls; inactive = below about 31%; also: some results filed as inactive read as strong as hits
NR2E3 ag-1: inhibitors of NR2E3-RetCOR corepressor binding, primary screen, NR2E3 agonist project, biochemical, TR-FRET, GST-NR2E3, biotin-RetCOR | AID 2300, 2010 | 1536-well | Photoreceptor-specific nuclear receptor (Homo sapiens), Q9Y5X4 | inhibition of corepressor binding, % at 4.78 µM | 320,000 tested, 0.12% active;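 active = percent inhibition above the cutoff of mean plus 3 SD of all tested compounds, set per screening campaign, cut at about 20% in these data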;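 also: 0% = DMSO wells and 100% = biotin wells as full block of FRET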
Target sequence (Q9Y5X4 whole entry, looked up): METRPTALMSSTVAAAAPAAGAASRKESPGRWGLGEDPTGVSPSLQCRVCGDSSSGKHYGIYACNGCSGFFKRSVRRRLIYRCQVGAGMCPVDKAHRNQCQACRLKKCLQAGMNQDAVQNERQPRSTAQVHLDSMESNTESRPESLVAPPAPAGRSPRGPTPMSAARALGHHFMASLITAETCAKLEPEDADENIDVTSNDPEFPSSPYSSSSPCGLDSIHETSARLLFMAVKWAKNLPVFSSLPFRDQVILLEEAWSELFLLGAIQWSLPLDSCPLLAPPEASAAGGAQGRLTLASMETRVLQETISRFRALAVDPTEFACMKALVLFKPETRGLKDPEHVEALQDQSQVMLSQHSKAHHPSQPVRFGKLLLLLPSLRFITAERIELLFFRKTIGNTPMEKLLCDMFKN
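Assay system: NR2E3–RetCOR corepressor complex. Quantity: 1.35 nM GST-NR2E3. Buffer or medium: pH 7.5 Tris-based buffer. Reagent: biotinylated RetCOR corepressor at 7 nM final. Schedule: 5 h at 4 °C. Detection: TR-FRET, emission read at 617 and 671 nm. Replicates: one well per compound, singlicate testing.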
KKLEB cytotox: cytotoxicity in KKLEB CF airway cells, primary screen, cytotoxicity control for CF NF-kB inhibitor project, cell-based, uHTS, fluorescence assay plates. 360,000 tested, 0.36% active. AID 602141, 2011. KKLEB CF airway cells viability, ATPlite luminescence, overnight; hits give low values; cells stimulated with P. aeruginosa culture filtrate. activity change (cytotoxicity), % at 5 µM;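 active = corrected activity change at or below -50% at 5 µM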
NR2E3 ag-2: NR2E3 agonists in two-hybrid cells, primary screen, cell-based, luminescence, CHO-S, Gal4-NCOR/VP16-NR2E3. Photoreceptor-specific nuclear receptor (Homo sapiens), Q9Y5X4. luciferase. inhibition of corepressor binding, % at 3.98 µM. 360,000 tested, 0.35% active. AID 602229, 2012;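 active = inhibition above the mean of all tested compounds plus 3 SD, cut at about 70% in these data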;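 also: 0% = DMSO with NR2E3 transfected cells and 100% = cells lacking NR2E3 construct; higher means lower luciferase signal from less NR2E3 corepressor binding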
TRPM1 prom inh: inhibitors of MITF-dependent TRPM1 promoter reporter, primary screen, cell-based, SK-MEL-5, single point, luciferase; SK-MEL-5 TRPM1 promoter luciferase, 24 h; inhibition, % at 12.5 µM; 330,000 tested, 0.83% active; AID 488899, 2010;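 active = mean inhibition across replicates of 60% or more, whatever share of single replicates reaches that level; inconclusive = some that reach 60%, reason not given; inactive = mean inhibition across replicates below 60%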; also: values of inactives mirror those of a sister screen read the other way
PDI turbidity: inhibitors of human PDI, primary screen, biochemical, turbidity, single point, plate reader. Protein disulfide-isomerase (Homo sapiens), P07237. PDI insulin aggregation turbidity, A650, 90 min. inhibition, % at 10 µM. 350,000 tested, 0.052% active;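 active = mean inhibition across replicates of 30% or more, whatever share of single replicates reach that level; inconclusive = mean inhibition below 30% while every single replicate reaches 30%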;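 also: absorbance from insulin aggregation driven by PDI reduction with DTT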
Target sequence (P07237 whole entry, looked up): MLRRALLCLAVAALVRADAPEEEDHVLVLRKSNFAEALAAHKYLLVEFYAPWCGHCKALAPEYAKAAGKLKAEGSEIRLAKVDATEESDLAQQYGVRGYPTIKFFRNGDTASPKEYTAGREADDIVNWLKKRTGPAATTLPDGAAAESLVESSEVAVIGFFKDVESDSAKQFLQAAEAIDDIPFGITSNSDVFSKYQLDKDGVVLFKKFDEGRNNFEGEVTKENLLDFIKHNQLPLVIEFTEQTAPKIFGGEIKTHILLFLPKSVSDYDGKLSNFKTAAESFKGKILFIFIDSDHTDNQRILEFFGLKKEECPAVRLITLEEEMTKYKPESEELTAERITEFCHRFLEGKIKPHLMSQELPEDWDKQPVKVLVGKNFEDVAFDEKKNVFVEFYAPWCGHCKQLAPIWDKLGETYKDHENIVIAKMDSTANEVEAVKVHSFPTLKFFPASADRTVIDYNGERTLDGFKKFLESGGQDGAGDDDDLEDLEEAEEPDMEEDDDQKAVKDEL
Peg3 promoter: Peg3 promoter-driven luciferase inhibitors, primary screen, cell-based, HeLa, luciferase luminescence; inhibition, % at 20 µM; AID 588405, 2011; 360,000 tested, 1.7% active; HeLa PEG-Prom luciferase reporter, overnight;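 active = inhibition of at least 50% at 20 µM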
Shn3 inh set2: reduction of Shn3 3'UTR firefly luciferase signal, primary screen, Schnurri-3 inhibitor project, cell-based, Clone20 osteoblasts, set 2. Clone20 osteoblast Shn3 3'UTR firefly luciferase, 24 h. inhibition, % at 12.5 µM. 360,000 tested, 0.52% active. AID 588674, 2011;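 active = mean inhibition of at least 75% with every replicate also reaching 75%; inconclusive = mean inhibition at least 75% but some replicate below; inactive = mean inhibition below 75%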;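 also: 0% = median of neutral control wells and 100% = pilot-screen positive control compound; some compounds past the cut are filed as inactive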
* marks the source's active call; other numbers are inactive results; ? = inconclusive; . = no result given.

Order of results – Shn3 inh set2, NR2E3 ag-1, Peg3 promoter, HIF-2a inh, KKLEB cytotox, Vif imaging, NR2E3 ag-2, CF NFkB block, PDI turbidity, TRPM1 prom inh, CaV13 ICDI inh
- O=C(NCc1ccco1)C(c1ccccc1)N(Cc1ccccc1)C(=O)Cn1nnc2ccccc21 (stereo unspecified)
    8.4, 1.5, 10.6, 5.3, 7.7, ., -1.5, -1.6, 4.9, 15.8, -4.0
- Cn1nccc1NC(=O)CSCC(=O)O
    11.6, -1.3, 6.7, 12.1, -2.6, -18.7, -4.9, -0.4, -1.3, 6.4, -15.3
- Cc1ccccc1-c1nc(S(=O)(=O)c2ccccc2)c(NCCN2CCOCC2)o1
    -36.1, ., 10.6, 4.4, -8.9, 9.3, -22.5, -5.8, 16.4, ., -5.7
- CCOc1ccc(C2C(C#N)=C(N)Oc3cc(C)n(CCN4CCOCC4)c(=O)c32)cc1OCC (stereo unspecified)
    -0.6, ., 5.5, 7.7, -9.9, 1.1, -4.1, 18.2, -5.2, 2.9, .
- O=c1cc(-c2ccccc2)[nH]c2[nH]n(-c3ccccc3)c(=O)c12
    -11.1, -3.1, -89.3, 2.4, 4.1, -2.1, -48.6, 6.5, -10.2, 2.9, -4.0
- Cc1ccc(S(=O)(=O)/N=C(\N)c2ccc(F)cc2)cc1
    -16.5, -0.8, 22.1, 12.8, -3.1, 19.8, -16.3, 8.5, 8.1, -17.4, -4.4
- COc1ccc(CCNCC(O)Cn2ccc3ccccc32)cc1OC (stereo unspecified)
    -1.3, 0.8, 12.8, 13.8, -7.8, -17.7, -8.7, 4.7, 16.1, -4.8, -3.3
- CCOc1ccccc1/C=N/NC(=O)c1cccc(Cl)c1
    2.8, -2.5, -2.0, 9.8, -0.8, 3.4, -57.1, 19.2, 5.1, 0.0, -5.2
- O=C1CCC(C(=O)OC(C(=O)Nc2cc(Cl)cc(Cl)c2)c2ccccc2)=NN1 (stereo unspecified)
    0.6, 1.3, -4.5, -3.2, 4.4, -7.3, -15.6, 15.6, -2.6, 0.6, -4.0
- COCCn1c(-c2ccc3ccccc3c2)nc2c1c(=O)[nH]c(=O)n2CC(C)C
    6.4, 0.5, 25.2, 4.2, 3.3, 26.6, -14.9, 11.9, 17.3, 11.7, -3.0
- COc1ccc(C(=O)COC(=O)c2cc3ccccc3oc2=O)c(OC)c1
    -12.9, 0.9, -4.4, 6.6, -3.0, 1.2, -10.9, -7.7, 13.2, 0.8, -6.0
- CCNc1sc(C(=O)OCC)c(N)c1C#N
    -5.3, 1.6, 8.9, 8.2, 4.7, 3.5, -25.9, 8.1, -2.3, -2.0, -4.4
- CC1CCN(S(=O)(=O)c2cccc(S(=O)(=O)N3CCOCC3)c2)CC1
    -2.3, -4.3, -1.9, 19.4, -5.9, -5.6, 5.7, -6.2, -2.0, 14.1, -4.3
- COCCNC(=O)C(=O)NCC1OCCN1S(=O)(=O)c1ccc2c(c1)OCCO2 (stereo unspecified)
    9.3, 0.8, 12.5, 14.9, 19.2, 1.4, -3.5, -22.9, -6.6, 1.4, -4.5
- CC(=O)NC(CCS(C)(=O)=O)C(=O)Nc1cc(Cl)ccc1Cl (stereo unspecified)
    -10.0, -2.2, 8.2, 7.3, 12.0, 11.9, -8.6, 1.3, ., ., -5.1
- Cc1ccc(-n2cc(CN3CCN(Cc4nccn4C)CC3)c(-c3ccc(F)cc3)n2)cc1
    4.0, 4.9, -25.3, -28.1, -11.1, -6.4, 15.9, 22.4, 6.3, -33.9, -19.6
- Cn1c(=O)cc(SCC(=O)NCCCN2CCN(c3ccc(F)cc3)CC2)c2ccccc21
    2.1, -4.8, 8.5, -8.2, 7.4, 1.5, -4.2, -2.5, 14.8, 20.7, -9.4
- COCCCNc1nc2ccccc2nc1NS(=O)(=O)c1cccs1
    -6.2, -2.2, 18.5, 3.1, -5.2, 1.0, -0.9, 2.2, 10.8, -2.6, -4.3
- O=C(COc1ccc(C(=O)c2ccccc2)cc1)NCc1ccc(F)cc1
    18.5, -1.3, 22.4, -1.5, 2.9, 6.0, -33.6, -6.8, -7.8, 16.0, -5.4
- COc1cccc(CNc2ccc(S(=O)(=O)N3CCCC3)cn2)c1
    2.1, ., -0.2, -8.8, 18.0, 1.5, -17.2, -5.0, 11.0, 3.8, -3.1
- CC(NC(=O)c1ccccc1Br)c1nnc(SCc2ccc([N+](=O)[O-])cc2)n1C (stereo unspecified)
    44.5, -0.9, 9.0, 17.2, 0.2, -0.9, -1.3, -9.3, 2.5, -13.8, -7.0
- Cc1ccc2[nH]c(=O)cc(C(=O)OCC(=O)c3ccc(F)cc3)c2c1
    7.7, -1.8, 12.9, 8.7, -8.5, -6.0, -7.4, -11.3, -0.8, 11.7, 5.1
- CC1CCN(c2ccccc2NC(=O)c2cc([N+](=O)[O-])ccc2N2CCOCC2)CC1
    36.3, -0.5, 39.4, 25.3, -3.6, -9.5, 13.6, -7.9, -0.4, 25.3, -4.8
- CCCCCC(=O)NC(=S)Nc1ccccc1C(=O)OC
    10.9, 2.4, 12.9, 14.5, -3.1, 2.3, -26.7, 5.9, -2.9, -7.6, -4.9
- Cc1cc(=O)n2nc(N3CCCC(C(=O)N4CCN(c5ccccc5)CC4)C3)sc2n1 (stereo unspecified)
    -6.7, -1.9, -6.1, -0.8, -0.9, ?, -13.9, -14.2, 9.8, -3.8, .
- c1cnc2ccc(C(c3nnnn3C3CCCCC3)N3CCCCC3)cc2c1 (stereo unspecified)
    4.1, 2.4, -8.7, -19.1, -4.1, 4.8, -1.7, -14.3, 3.2, 5.6, -1.8
- O=C(Oc1cccc(C(=S)N2CCCCC2)c1)c1ccccc1
    -19.9, -2.6, 7.5, 8.1, 2.7, -0.3, -4.9, 1.7, 3.5, 10.2, -6.7
- CCc1nc(SCC(=O)Nc2cc(C)on2)n[nH]1
    -9.5, -4.6, 6.0, 11.1, -4.5, ., -4.1, -7.0, -6.1, 5.9, -0.4
- Cc1noc(C)c1NC(=O)Nc1ccc2c(c1)C(=O)N([C@H](C)CO)C[C@H](C)[C@@H](CN(C)S(=O)(=O)c1ccccc1)O2
    -15.1, ., -13.0, -1.4, 2.2, -1.0, -20.5, -12.3, 1.1, -5.7, -8.0
- O=C(c1ccco1)N(Cc1cc2ccccc2[nH]c1=O)CC1CCCO1 (stereo unspecified)
    -17.0, 1.9, 13.7, 7.4, 1.1, 0.0, -15.8, 5.1, 8.2, 15.3, .
- CCCc1nc2ccccc2c(C(=O)OCC(=O)c2ccc3c(c2)NC(=O)CO3)c1CC
    11.6, -1.3, 3.5, 12.0, -19.4, -21.1, 8.9, -7.0, -2.9, 2.1, -4.4
- COc1cc([N+](=O)[O-])ccc1NC(=O)Nc1ccc2c(c1)OCCO2
    7.6, -2.1, -157.8, -192.6, -6.0, -3.4, -1.8, 15.6, 1.2, -35.8, -5.5
- O=C(CSc1nccc(=O)[nH]1)N1CCN(c2ccccc2)CC1
    -6.2, 3.8, 10.2, 8.8, 7.6, 16.7, -6.6, -15.9, -0.4, -0.8, 12.9
- CC(C)(C)S(=O)N1Cc2cc(C(=O)NCc3ccc4c(c3)OCO4)nc(-c3cccc(-c4ccncc4)c3)c2[C@H]1CCO (stereo partly specified)
    6.0, ., -0.7, 13.5, -9.7, ., -23.2, 0.4, ., ., -9.7
- Cc1cc(C)c2[nH]c(C(=O)N3CCC(n4nccc4NC(=O)C4CC4)CC3)c(C)c2c1
    -29.7, ., 3.5, 17.5, -9.1, -14.4, -18.8, -2.3, 1.6, 5.2, -5.4
- CNCCNC[C@H](Cc1cccc2ccccc12)NCCc1ccccc1
    -12.0, ., -6.7, 6.3, -11.0, -5.0, 6.0, -1.5, -3.0, -24.6, -5.5
- CCOc1ccc(NC(=O)N[C@@H](Cc2ccccc2)C(=O)O)cc1
    -6.4, -0.7, 3.3, 23.8, -4.7, 0.4, 3.4, 10.3, 2.9, 7.6, 1.6
- COc1ccc(OC)c2c1CC(C)(C)NC2=O
    -1.1, 4.8, -7.4, 1.0, -1.4, 1.1, -23.2, -4.6, ., 6.7, -1.3
- CC(NS(=O)(=O)c1ccc(CCC(=O)NCc2ccco2)cc1)c1ccccc1 (stereo unspecified)
    -6.0, 2.4, 7.6, 9.0, 9.7, 2.4, 2.8, -11.0, -0.9, -4.4, -1.5
- O=C(COC(=O)c1cc(S(=O)(=O)N2CCOCC2)ccc1Cl)Nc1ccc2c(c1)OCO2
    1.0, -0.9, 0.2, 9.3, -2.5, -9.0, -10.9, 14.1, -0.9, -5.0, -5.4
- O=C(COCc1cc(-c2ccco2)on1)NC1CCCCC1
    5.5, 5.2, -3.8, -26.5, 1.0, -3.2, 1.3, -8.8, -0.4, 0.5, -3.5
- CC(c1ccccc1)N(CC(=O)NC1CCCCC1)S(=O)(=O)c1cccc(C(F)(F)F)c1 (stereo unspecified)
    7.3, 1.1, 25.3, 24.6, 1.8, -5.3, 8.5, -1.6, -5.2, 27.4, -5.1
- Cc1ccnc(NCc2cccc3ccccc23)c1
    10.4, 1.1, -17.4, -53.3, -10.6, -3.3, -7.9, 0.9, 9.0, 0.9, -5.1
- CCn1cc(C2=NOC(C(=O)Nc3ccccc3C(=O)OC)C2)c(C)n1 (stereo unspecified)
    23.7, 5.6, 4.1, -2.9, -5.0, -4.6, -8.2, 1.7, -4.5, 2.6, -8.8
- Cc1ccc(C(=O)OC(C)C(=O)NC2CCCCC2)cc1S(=O)(=O)N1CCCCC1 (stereo unspecified)
    19.0, 2.5, 2.1, 1.6, -15.6, -0.9, 23.2, 28.9, -0.9, -1.7, -1.8
- Cn1cc(C(=O)c2cccc(Cl)c2)cc1C#N
    6.5, 1.6, -5.9, 4.9, -3.6, -2.6, -7.8, -0.5, -3.2, -0.7, -4.8
- Cc1ccc(C(C)NC(=S)NCc2ccc(F)cc2)cc1C (stereo unspecified)
    -4.5, 3.6, 23.2, 9.0, 6.5, ., -16.9, 18.0, -5.9, 1.3, -5.1
